V1R ag counter – counter-screen for oxytocin receptor agonists: human V1a receptor agonists; CHO-V1R cells, Fluo-8 calcium fluorescence, agonist mode; 0% DMSO, 100% 3 nM vasopressin; activation, % at 3 µM; hit rate 0.25% among 320,000;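 active means activation above the mean activation of all tested compounds plus 3 SD, per screening run, cut at about 20% in these data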;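 further: signal is peak over basal fluorescence ratio across a 100 second FLIPR read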
Target sequence (P37288 whole entry, looked up): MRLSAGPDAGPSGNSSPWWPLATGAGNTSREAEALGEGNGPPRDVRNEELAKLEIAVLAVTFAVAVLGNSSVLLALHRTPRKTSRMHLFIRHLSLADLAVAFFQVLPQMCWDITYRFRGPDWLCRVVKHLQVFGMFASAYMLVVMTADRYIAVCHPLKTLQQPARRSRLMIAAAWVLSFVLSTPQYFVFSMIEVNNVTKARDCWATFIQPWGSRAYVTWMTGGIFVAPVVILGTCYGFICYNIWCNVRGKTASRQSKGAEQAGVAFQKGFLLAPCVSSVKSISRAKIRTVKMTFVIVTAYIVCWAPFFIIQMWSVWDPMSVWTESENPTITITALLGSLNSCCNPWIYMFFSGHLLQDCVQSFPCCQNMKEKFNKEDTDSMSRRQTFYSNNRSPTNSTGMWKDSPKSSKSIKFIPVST
CHO parental Ca – signal in parental CHO cells, OX1R antagonist counter-screen | parental CHO-K1, ATP-induced calcium, Fluo-8 fluorescence | inhibition, % at 5.6 µM | hit rate 0.63% among 330,000 | AID 463079;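 active means inhibition above that plate's mean sample inhibition plus 3 SD, cut at about 26% in these data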;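 further: 0% = ATP-challenged DMSO wells and 100% = DMSO wells without ATP; some compounds past the cut are filed as inactive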
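material = parental CHO cells | also added = ATP as calcium-mobilizing challenge | dosing = single point at 5.6 µM | detection = intracellular calcium via Fluo-8 no-wash fluorescent dye | read-out = % inhibition | benchmarks = low control ATP plus DMSO, high control DMSO only | repeats = one well per compound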
CHO-K1 Ca antag – M1 antagonist counterscreen hit in parental CHO-K1 cells. inhibition, % at 3 µM. ATP-induced calcium, Fluo-8 fluorescence. hit rate 0.6% among 360,000;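 active means inhibition above a per-plate cutoff, the plate's mean sample inhibition plus 3 SD, cut at about 24% in these data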;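 further: 0% = DMSO plus EC80 ATP and 100% = DMSO alone without ATP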
TAAR1 antagonist – human TAAR1 antagonism; CHO RD-HGA16 TAAR1, Fluo-8 calcium fluorescence, antagonist; inhibition, % at 3 µM; hit rate 1.5% among 360,000;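 active means inhibition above a per-plate cutoff, the mean inhibition of test compounds on that plate plus 3 SD, cut at about 49% in these data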;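 further: 0% = DMSO plus EC80 beta-PEA response and 100% = DMSO alone without agonist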
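test system = CHO RD-HGA16 cells bearing hTAAR1 | replication = singlicate | controls = DMSO-only wells and EC80 β-PEA-stimulated wells | reagent = EC80 β-phenethylamine stimulus | read-out basis = percent inhibition of PEA-evoked calcium signal, max/basal emission ratio | schedule = seeding 17-24 h prior, 75-min 37 °C, 30-min RT dye loading | signal = kinetic Fluo-8 calcium fluorescence measurement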
M1 PAM parental – M1 PAM counterscreen hit in parental CHO-K1 cells. ATP EC20, Fluo-8 calcium fluorescence; 0% at ATP EC20, 100% at ATP max. activation, % at 3 µM. hit rate 0.02% among 360,000;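 active means activation above the run cutoff, the mean activation of all test compounds plus 3 SD, cut at about 40% in these data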;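 further: peak over basal fluorescence ratio in a 140 s read after ATP addition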
M1 ag parental – M1 agonist counterscreen hit in parental CHO-K1 cells. Fluo-8 calcium fluorescence; scaled to maximal ATP response, vehicle zero. activation, % at 3 µM. hit rate 0.48% among 360,000. AID 602248; in the data active means activation above about 15%;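 further: untransfected CHO-K1 host cells lacking M1 receptor as counterscreen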
GPR7 antag – antagonists of human GPR7 (neuropeptides B/W receptor 1); GPR7-expressing cells, fluorescence antagonist assay; hit rate 1.1% among 290,000; inhibition, % at 4.4 µM; in the data active means inhibition above about 16%, passing the limit was not always enough;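 further: cells stimulated with the agonist NPW; 0% = agonist with vehicle and 100% = vehicle without agonist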
OXTR ag – agonists of human oxytocin receptor; P30559; activation, % at 3 µM; CHO-OTR cells, Fluo-8 calcium fluorescence; normalized: DMSO 0%, oxytocin 100%; hit rate 0.32% among 320,000;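 active means activation above the mean of all tested compounds plus 3 SD, cutoff set per screening run, cut at about 20% in these data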;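 further: peak over basal fluorescence ratio from a 100 s FLIPR kinetic read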
Target sequence (P30559 whole entry, looked up): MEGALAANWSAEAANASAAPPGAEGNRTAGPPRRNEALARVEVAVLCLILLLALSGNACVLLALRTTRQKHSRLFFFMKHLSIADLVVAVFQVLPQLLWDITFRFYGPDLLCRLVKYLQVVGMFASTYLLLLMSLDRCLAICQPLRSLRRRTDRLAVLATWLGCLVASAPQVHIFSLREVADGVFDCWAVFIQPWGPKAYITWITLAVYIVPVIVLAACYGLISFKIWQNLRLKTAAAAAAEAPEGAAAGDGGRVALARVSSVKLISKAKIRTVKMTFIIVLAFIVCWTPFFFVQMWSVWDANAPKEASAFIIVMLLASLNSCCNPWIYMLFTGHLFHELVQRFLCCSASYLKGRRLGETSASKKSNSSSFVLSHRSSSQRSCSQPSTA
OXTR potentiate – potentiates the human oxytocin receptor response; P30559; CHO-OTR cells, Fluo-8 calcium fluorescence, potentiator mode; 0% = oxytocin EC15, 100% = EC100; activation, % at 3 µM; hit rate 0.061% among 320,000; AID 2445;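 active means activation above that plate's cutoff, the mean activation of tested compounds plus 3 SD, cut at about 6.6% in these data, passing the limit was not always enough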;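 further: 100% uses oxytocin at 75 nM as the full agonist control; some results filed as inactive read as strong as hits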
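Replication – single well per compound, singlicate · Assay system – CHO cell line stably expressing human OTR · Timing – 6 min pre-incubation, 100 s read · Measure – normalized max/min fluorescence ratio, % activation · Doses – 3.0 µM, one dose · Detection – Fluo-8 calcium dye fluorescence · Probe or stimulus – oxytocin near EC15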
Active calls of the source: *; nt = no result given. Rows are unselected; about 3.5% have a hit in one of these screens.

SMILES | V1R ag counter | CHO parental Ca | CHO-K1 Ca antag | TAAR1 antagonist | M1 PAM parental | M1 ag parental | GPR7 antag | OXTR ag | OXTR potentiate
COc1ccc(C2C(C(=O)N3CCN(c4ccccn4)CC3)CCC(=O)N2c2cc(OC)c(OC)c(OC)c2)cc1 (stereo not drawn) | -0.3 | -5.5 | -11.0 | -23.4 | 3.7 | -0.1 | -4.5 | -0.1 | -3.6
Cc1ccc(S(=O)(=O)N2CCC(C(=O)NNC(=O)C3CC3)CC2)cc1Cl | -0.4 | -10.0 | -9.3 | 0.4 | 27.1 | 4.3 | -0.1 | -0.1 | 2.8
CCN1C(=O)[C@@H]2[C@H](C1=O)[C@@H]1CC(C(=O)OC)=C[C@@H](C(=O)OC)C3C1=C(C(=O)C3(CC)CC)[C@@H]2C (stereo partly drawn) | -0.9 | -13.3 | nt | 7.7 | nt | nt | nt | -0.4 | -5.3
O=C(Nc1ccc(Cl)c(Cl)c1)c1ccc2c(c1)OCO2 | 2.0 | -6.8 | -7.0 | 10.4 | 13.8 | 2.0 | 27.2* | -1.2 | -9.2
COc1ccc(Cl)cc1-c1nc(SCC(=O)N(C)CCC#N)n[nH]1 | 1.6 | 1.3 | -7.8 | -14.9 | -2.5 | 0.4 | 19.2 | 0.4 | -4.6
COc1ccccc1/C=C(/CC(=O)NCc1ccc(F)cc1)c1nc2ccccc2s1 | 0.3 | -5.0 | -14.7 | 11.6 | 20.8 | 0.2 | 17.5 | -1.2 | -2.9
CN(C)c1ccc(-c2noc(C3CCN(S(=O)(=O)c4cccc(Cl)c4)CC3)n2)cc1 | 0.9 | -7.1 | 6.3 | 4.1 | -6.3 | -0.8 | 2.2 | 1.2 | 4.5
CCOC(=O)c1cnn(-c2ccccc2)c1NC(=O)c1cccs1 | -0.3 | -14.2 | -9.2 | -6.3 | 7.1 | -0.3 | -7.3 | 0.2 | -6.9
Cc1sc(NC(=O)CSc2nnc3scc(-c4ccccc4)n23)c(C#N)c1C | -0.7 | -10.9 | -4.1 | 4.4 | 14.5 | 2.6 | -4.7 | -1.2 | -1.2
CN(C)CCCNC(=O)c1cccc(-c2cnc3cccnn23)c1 | nt | nt | -15.0 | -8.9 | 14.1 | 0.2 | nt | nt | nt
Cc1cnc(C(=O)OCC(=O)c2ccc(Br)s2)cn1 | -0.3 | 5.8 | -0.7 | -18.8 | -0.7 | 0.8 | nt | 0.2 | -6.2
COc1ccc2[nH]c3c(c2c1)CCN1C(=O)N([C@@H](C)C(=O)NCCc2ccc(F)cc2)C(=O)[C@]31C | 0.7 | -10.0 | 9.1 | 1.4 | -13.3 | -0.8 | 9.5 | -0.6 | -5.0
N#Cc1nc(-c2ccco2)oc1N1CCN(c2ccccc2)CC1 | -0.1 | -15.0 | -1.9 | 3.4 | 13.5 | 0.4 | -10.8 | -1.8 | -0.9
COc1cc(CNCc2cccnc2)ccc1OCc1ccccc1 | 0.2 | 3.9 | -17.6 | 2.7 | 4.4 | 1.4 | -4.9 | 1.5 | -10.2
Cc1ccc(S(=O)(=O)c2nc(S(=O)(=O)c3ccccc3)sc2N2CCN(CCO)CC2)cc1 | 3.1 | -12.8 | -7.5 | 4.4 | -5.5 | 3.1 | -17.4 | 2.1 | -12.5
COc1nc(NCCN2CCOCC2)nc(Nc2ccc([N+](=O)[O-])cc2)n1 | -0.3 | -20.7 | -3.7 | 3.4 | 0.0 | 0.9 | -7.2 | -0.2 | -1.1
CC(=O)C1=C(O)C(=O)N(Cc2cccnc2)C1c1ccc(C(C)C)cc1 (stereo not drawn) | 0.4 | -4.8 | -5.6 | 6.4 | 14.2 | 0.2 | -0.5 | -0.3 | 1.4
COc1ccc(-c2nc(CN3CCN(C(=O)c4ccco4)CC3)c(C)o2)cc1OC | -0.1 | -13.0 | -15.7 | -17.3 | 17.6 | 0.5 | -8.4 | -1.3 | -8.4
COc1cc(/C=C2\C(=O)N(C)C(=S)N2C)ccc1O | 1.2 | -6.3 | -8.8 | 7.4 | 21.9 | 0.9 | 1.5 | 0.2 | -1.8
O=C(O)c1cc2c(cc1Cl)N1CCCCCC1=NS2(=O)=O | -0.3 | -16.5 | -5.2 | -30.3 | 8.8 | 10.2 | -0.8 | 1.0 | -1.0
Cc1ccc(NC(=O)C(CC(=O)O)C2CCCO2)c(C)c1 (stereo not drawn) | 0.9 | 9.4 | 8.0 | 8.8 | 7.2 | 0.2 | -15.1 | -0.4 | 4.9
COc1cc(N=Nc2c(C)n(C)n(-c3ccccc3)c2=O)ccc1N | -1.0 | 6.1 | -3.3 | -16.2 | -1.8 | -0.8 | 0.6 | -0.9 | -9.1
COc1ccc(-c2ncncc2-c2ccc(Cl)cc2)c(O)c1 | -1.9 | -3.7 | -14.4 | -4.2 | 2.9 | 0.2 | 5.2 | -2.5 | -14.5
C[C@H](CO)N1C[C@H](C)[C@@H](CN(C)C(=O)Nc2ccc(C(F)(F)F)cc2)Oc2c(NS(=O)(=O)c3ccccc3)cccc2C1=O | 0.5 | -14.3 | -9.0 | 12.4 | 11.6 | -0.2 | nt | -0.3 | -0.1
COC(=O)Cn1cnc(C(=O)Nc2ccc(C)c(C)c2)n1 | nt | -15.0 | -16.5 | -7.5 | 17.1 | 0.6 | nt | nt | nt
O=C(/C=C/c1ccccc1Cl)NCCCn1ccnc1 | 1.0 | -8.8 | -13.2 | -18.2 | 24.7 | 1.5 | -1.0 | -0.3 | 1.3
O=C(O)CSc1nnc(-c2ccncc2)n1CCc1ccccc1 | 0.3 | -2.0 | 1.9 | 6.8 | -0.3 | -0.1 | -7.1 | -0.5 | -3.0
Cc1ccc(F)cc1C(=O)N1CCCCC1c1cc(C(=O)Nc2ccc(F)c(Cl)c2)no1 (stereo not drawn) | nt | nt | -4.0 | 10.3 | 11.9 | 1.2 | nt | nt | nt
CCOC(=O)c1sc(=S)n(-c2ccc(C)cc2)c1N | -0.7 | 3.7 | -7.7 | -4.2 | -4.6 | -0.5 | -17.4 | -0.8 | -6.9
CCOCCn1c(CN2CCN(C(=O)c3ccco3)CC2)nc2c1c(=O)n(C)c(=O)n2C | 0.4 | -11.2 | 18.9 | -27.4 | -10.8 | -0.1 | -6.0 | -1.1 | -3.8
O=C(NCc1cccs1)C1CC(=O)N(C2CCCC2)C1 (stereo not drawn) | -0.4 | -17.1 | -22.2 | -6.1 | 10.2 | 0.6 | -6.8 | 0.8 | 4.6
O=C(CN1C(=O)c2cccc([N+](=O)[O-])c2C1=O)NNC(=O)c1ccc(F)cc1 | 0.7 | -7.7 | -16.0 | -2.3 | -2.5 | 0.5 | nt | 1.4 | -2.7
COc1ccc(-n2nnnc2SCC(=O)Nc2ccccc2N2CCOCC2)cc1 | -1.2 | -23.8 | 3.2 | 1.5 | -4.6 | 0.2 | -8.2 | -1.0 | -11.6
Cc1ccc(CN2CCN(/N=C/c3cccnc3)CC2)cc1 | 0.3 | -9.6 | 14.7 | -9.3 | -2.6 | -0.2 | -4.6 | -0.9 | -6.8
O=C(CCc1ccccc1)NN1C(=O)C2C3C=CC(O3)C2C1=O (stereo not drawn) | 0.7 | -9.9 | -20.7 | -16.3 | 19.3 | 0.8 | -6.8 | 0.8 | 1.0
O=C(CN1CCN(Cc2ccccc2F)C1=O)NCCN1CCOCC1 | 1.0 | -4.4 | 5.6 | 7.4 | 11.4 | 0.8 | nt | 0.5 | -3.3
O=C1/C(=C/c2ccccc2F)SC(=S)N1CCC(=O)N1CCCCC1CCO (stereo not drawn) | 4.4 | -31.2 | 0.8 | -9.8 | -16.9 | 12.3 | 3.0 | 4.8 | -10.0
Cc1ccc(C)c2[nH]c(=O)c(CN(Cc3nnnn3C3CCCCC3)CC3CCCO3)cc12 (stereo not drawn) | -2.2 | -32.6 | -6.3 | -8.1 | -11.7 | 0.3 | -9.4 | -2.0 | -2.0
COc1cccc(CN(CC2CCCO2)S(=O)(=O)c2ccc(S(=O)(=O)N(C)C)cc2)c1 (stereo not drawn) | -0.1 | -17.7 | -4.1 | 2.9 | -5.2 | 0.8 | 7.6 | -0.7 | -2.3
COCCn1c(Cc2ccccc2)nnc1SCC(=O)NC(C)(C)C | 0.4 | 1.8 | 0.6 | -5.3 | -6.4 | -0.1 | -5.2 | 0.0 | -1.7
Cc1cc(Cl)c(OCCn2ccnc2)c(Br)c1 | 0.3 | 3.2 | -4.8 | -13.0 | 5.3 | 1.2 | 0.6 | 0.8 | -1.9
CN(CCO)c1cc(N2CCC3(CC2)OCCO3)c2nonc2c1[N+](=O)[O-] | -0.5 | 6.6 | 2.9 | -4.2 | 14.7 | 0.4 | -0.8 | -0.6 | -8.7
C#CCN1C(C)=C(C(=O)OC)C(c2cccc([N+](=O)[O-])c2)C(C(=O)OCC)=C1C (stereo not drawn) | -0.6 | -21.8 | 0.4 | 40.0 | 17.5 | -0.8 | nt | -0.4 | -6.0
O=C(CSc1nc(-c2ccccc2)cs1)Nc1ccccc1[N+](=O)[O-] | -0.7 | -6.7 | -3.8 | -2.9 | 7.4 | 0.5 | 5.0 | -1.8 | -10.8
COC(=O)C1=C(CSc2nc3c(cc2C#N)CN(C)CC3)OC(N)=C(C#N)C1c1ccc(F)cc1 (stereo not drawn) | -0.1 | -5.8 | -2.9 | 18.8 | 11.0 | 0.9 | -11.1 | -0.5 | -16.3
CCO[C@H]1OC(C(N)=O)=C[C@@H](c2ccccc2)[C@@H]1CCCO | 0.3 | -4.9 | -17.8 | 8.2 | 27.2 | 1.1 | -2.2 | 0.3 | 1.4
CC1=C(C#N)C(Nc2ccc(Cl)cn2)(C(F)(F)F)C(=O)N1 (stereo not drawn) | -1.2 | -1.0 | -3.3 | 3.0 | 19.8 | 0.7 | -10.0 | -1.1 | -7.4
CC1=C(C(=O)Nc2cccc(C)n2)C(c2ccc3c(c2)OCO3)C2=C(CC(c3ccco3)CC2=O)N1 (stereo not drawn) | nt | nt | -9.5 | 23.6 | 10.4 | 0.5 | -12.6 | nt | nt
CCOc1ccccc1CN1CCN(Cc2cccc3c2OCO3)CC1CCO (stereo not drawn) | -0.5 | -9.2 | 2.5 | 9.9 | 4.8 | 0.5 | -3.7 | 0.0 | -9.2

Some entries already given, limited to M1 PAM parental:
Molecule | M1 PAM parental
Cc1ccc(S(=O)(=O)c2nc(S(=O)(=O)c3ccccc3)sc2N2CCN(CCO)CC2)cc1 | -5.5
COc1nc(NCCN2CCOCC2)nc(Nc2ccc([N+](=O)[O-])cc2)n1 | 0.0
